IL-1B inflam inh: qHTS for Inhibitors of Inflammasome Signaling: IL-1-beta AlphaLISA Primary Screen | THP-1 LPS/ATP IL-1B secretion, AlphaLISA, 16 h; active compounds read low | activity change, % at 57.5 µM | 4.7% of 360,000 active | AID 743279, 2014; in the data active means activity change below about -50%; inconclusive means mostly about -30% to -49%; further: on the % scale 0 is the no-effect control and ±100 the full control effect
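Secreted IL-1B measured by AlphaLISA bead assay after 16 h compound exposure of THP-1 cells; compounds (final up to 57.5 uM) added 1 h before LPS (250 ng/mL) and ATP (1.25 mM) stimulation; lower signal means less secretion.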
HT1080 IDH1KD tx: qHTS for induction of synthetic lethality in tumor cells producing 2HG: qHTS for the HT-1080-IDH1KD cell line; 2% of 360,000 active; HT-1080 IDH1 knockdown viability, ATP luminescence, 48 h; Potency, µM (highest dose often 46.1 µM), for the others: at the top dose activity, negative = toxicity, actives largely listed as cytotoxic;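 further: potency means the concentration at half of the fitted maximal effect; 0% = DMSO wells and -100% = cell-free medium wells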
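HT-1080-IDH1KD cells (IDH1 knocked down), 750/well in RPMI with 5% FBS, treated with compound 48 h at 37 degrees C. Viability by CellTiter-Glo luminescence, normalised to DMSO and no-cell wells; concentration-response curves classed.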
D3 antag: qHTS of D3 Dopamine Receptor Antagonist: qHTS | D3R cells, DiscoveRx beta-arrestin luminescence, antagonist mode; active compounds read low | 2.5% of 360,000 active | AID 652054, 2013 | max response, negative = inhibition, %; in the data active means max response below about -50%; inconclusive means no clear call, values can overlap the other calls; further: on the % scale 0 is the no-effect control and ±100 the full control effect; mostly tested at two doses, the higher about 12 µM
Target sequence (P35462 whole entry, looked up): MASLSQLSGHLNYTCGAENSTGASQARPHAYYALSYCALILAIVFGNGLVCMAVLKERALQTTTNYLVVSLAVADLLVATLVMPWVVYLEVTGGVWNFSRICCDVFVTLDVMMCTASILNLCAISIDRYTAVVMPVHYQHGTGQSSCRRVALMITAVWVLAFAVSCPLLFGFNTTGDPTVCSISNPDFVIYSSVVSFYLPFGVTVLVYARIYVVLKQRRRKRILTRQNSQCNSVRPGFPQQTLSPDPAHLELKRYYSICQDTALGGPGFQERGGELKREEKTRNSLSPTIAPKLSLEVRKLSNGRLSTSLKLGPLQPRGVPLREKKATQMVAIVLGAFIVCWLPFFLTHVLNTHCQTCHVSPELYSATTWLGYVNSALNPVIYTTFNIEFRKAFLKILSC
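Cells expressing the human receptor were seeded at 1500 cells/well, incubated overnight at 37 degrees C in 5% CO2, then exposed to library compounds with dopamine controls for 90 minutes at 37 degrees C before luminescent detection.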
D3 ag: qHTS of D3 Dopamine Receptor Agonist: qHTS; D3R DiscoveRx beta-arrestin cells, luminescence, 90 min; D(3) dopamine receptor (Homo sapiens), P35462; 0.58% of 410,000 active; max activation, %; in the data active means max activation above about 30%; further: 0% is about no effect; mostly tested at two doses, the higher about 12 µM
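Cells at 1500/well, incubated overnight, then treated with pinned compounds (dopamine as control) for 90 min at 37 degrees C. DiscoveRx reagent added for 30 - 60 minutes at room temperature; luminescence read.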
KB-V1 cytotox: qHTS assay for MDR1-selective chemotherapeutics: Primary screen using the drug-selected MDR subline cells KB-V1; 3.4% of 400,000 active; KB-V1 MDR cells viability, CellTiter-Glo, 72 h; Potency, µM (doses to about 46.1 µM), inactives show top-dose activity change, negative = cytotoxicity, actives largely listed as cytotoxic; further: potency means the concentration at half of the fitted maximal effect; on the % scale 0 is the no-effect control and ±100 the full control effect; nearly all actives have a fitted effect of over 60% in size
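KB-V1 MDR subline cells in DMEM (phenol-red free, 10% FBS) exposed to compounds in qHTS concentration series for 72 h at 37 degrees C. Viability read by CellTiter-Glo luminescence; concentration-effect curves fitted after normalization and correction.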
GLP-1R agonist: qHTS of GLP-1 Receptor Agonists. Glucagon-like peptide 1 receptor (Homo sapiens), P43220. HEK293 GLP-1R CRE-luciferase, luminescence, 4-6 h; cells express a hypersensitive GLP-1R form. Potency, µM (titrated, usually from 45.6 µM), without a hit: at the highest dose activation, usual class: activators. 0.007% of 380,000 active; further: potency means the concentration at half of the fitted maximal effect; % of control where 0% means no effect
Target sequence (P43220 whole entry, looked up): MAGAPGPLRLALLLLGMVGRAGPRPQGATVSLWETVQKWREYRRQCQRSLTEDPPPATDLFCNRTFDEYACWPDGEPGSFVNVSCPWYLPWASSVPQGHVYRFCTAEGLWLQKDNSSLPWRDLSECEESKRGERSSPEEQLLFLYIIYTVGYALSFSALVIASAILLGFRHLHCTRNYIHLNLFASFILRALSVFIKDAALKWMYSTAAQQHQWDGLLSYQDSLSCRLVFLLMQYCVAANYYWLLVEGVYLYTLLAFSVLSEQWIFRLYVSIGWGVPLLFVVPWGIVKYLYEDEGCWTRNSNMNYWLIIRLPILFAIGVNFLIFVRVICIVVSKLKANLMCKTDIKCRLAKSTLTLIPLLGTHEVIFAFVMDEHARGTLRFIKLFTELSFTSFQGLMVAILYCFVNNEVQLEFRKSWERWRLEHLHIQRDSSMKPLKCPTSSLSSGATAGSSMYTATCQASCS
SW480 rerep: A quantitative high throughput screen for small molecules that induce DNA re-replication in SW480 colon adenocarcinoma cells; SW480 DNA re-replication, Hoechst DNA content imaging, 48 h; Potency, µM (top dose mostly 46.1 µM), for the others: at the top dose re-replication activation, hits mostly activators; 1.8% of 340,000 active; further: potency means the concentration at half of the fitted maximal effect; % of control where 0% means no effect; nearly all actives have a fitted effect of over 55% in size
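Readout is total intensity of Hoechst-stained nuclei, excited at 405 nm and collected at 500-530 nm. Compound treatment lasted 48 hr at 37 C in 5% CO2 before staining.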
KB-3-1 cytotox: qHTS assay for MDR1-selective chemotherapeutics: Primary screen using the parental adenocarcinoma cell KB-3-1 | 1.4% of 400,000 active | KB-3-1 viability, CellTiter-Glo ATP luminescence, 72 h | Potency, µM (doses to about 46.1 µM), for the others: top-dose activity change, negative = cytotoxic, actives largely listed as cytotoxic; further: potency means the concentration at half of the fitted maximal effect; on the % scale 0 is the no-effect control and ±100 the full control effect; nearly all actives have a fitted effect of over 60% in size
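Using CellTiter-Glo luminescence, growth of non-resistant KB-3-1 adenocarcinoma cells is assessed 72 h after pin-tool compound addition at 37 °C. Normalized responses across the concentration series yield fitted curves.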
HT1080NT lethal: qHTS for induction of synthetic lethality in tumor cells producing 2HG: qHTS for the HT-1080-NT fibrosarcoma cell line. Potency, µM (doses to about 46.1 µM), for inactives: at the highest dose activity, negative = less viability, actives largely listed as cytotoxic. 1.6% of 360,000 active. HT-1080-NT fibrosarcoma viability, CellTiter-Glo ATP luminescence, 48 h;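 further: NT is the 2HG producing partner of a matched IDH1 knockdown line; potency means the concentration at half of the fitted maximal effect; 0% = DMSO-treated cells and -100% = media-only wells without cells; nearly all actives have a fitted effect of over 55% in size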
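Compounds were tested in concentration-response format on HT-1080-NT cells for 48 hours at 37 degrees C. Cell viability came from CellTiter-Glo luminescence; curves were classified by r2, response magnitude and activity.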
Active calls of the source: *; i = inactive; ? = inconclusive; / = not tested or not shown; [ ] = dose if it differs, or a comment. Unless noted, the call rests on the fitted dose curve; in most records, active means well fitted curve in the direction sought with a large enough effect; inconclusive means small, poorly fitted or top-dose-only effect, or another doubt; inactive means no such curve, though single readings can be large; an effect the other way counts as inactive or inconclusive.

nr	Compound	HT1080 IDH1KD tx	KB-V1 cytotox	HT1080NT lethal	IL-1B inflam inh	D3 ag
1	COc1ccc(OC)c(/C=N/NC(=O)c2ccc3nc[nH]c3c2)c1	-2%	5%	6%	28	3
2	CCCn1c(-c2ccc(F)cc2)n[nH]c1=S	7%	-7%	13%	-1	1
3	COCc1cc(C)nc(N2CCN(c3ccccc3)CC2)c1C#N	-1%	?	8%	-15	3
4	COc1ccc(NS(=O)(=O)c2cc(NC(=O)c3cccs3)ccc2N2CCCC2)cc1	0%	-30%	10%	-8	-23
5	COc1cccc(-c2cc(C(F)(F)F)n3nc(N)nc3n2)c1	2%	1%	0%	-3	1
6	COc1nnc(-c2ccccc2)s1	11%	7%	12%	9	-1
7	O=C(COC(=O)c1ccccc1O)Nc1cc([N+](=O)[O-])ccc1Cl	12%	19%	17%	0	-4
8	O=C(C1CC1)N1CCc2cc(Br)cc(S(=O)(=O)NCCCN3CCCC3)c21	-3%	-13%	0%	11	-3
9	Cc1ccccc1CN1C(=O)C2(c3ccccc31)N(c1ccccc1)C(=O)CS2(=O)=O (stereo not given)	/	0%	/	/	-6
10	O=C(c1cccs1)N1C[C@@H](n2cc(C3CC3)nn2)[C@H](O)C[C@@H]1c1ccc(Cl)cc1	-8%	-14%	-13%	-2	-8

nr	SW480 rerep	KB-3-1 cytotox	D3 antag	GLP-1R agonist
1	-5%	18%	-22	10%
2	0%	7%	13	5%
3	2%	-19%	20	4%
4	?	?	-25	5%
5	1%	22%	-1	10%
6	0%	5%	-3	2%
7	1%	0%	16	3%
8	7%	7%	-14	9%
9	/	1%	/	-1%
10	/	-3%	-20	1%

Next section
nr	Compound	HT1080 IDH1KD tx	KB-V1 cytotox	HT1080NT lethal	IL-1B inflam inh	D3 ag
11	O=[N+]([O-])c1cccc(-n2nnnc2CN2CCCC2)c1	1%	-12%	0%	9	4
12	Cc1ccccc1NC(=S)N(Cc1cccnc1)Cc1ccco1	12%	-3%	14%	8	-6
13	O=C(Nc1ccc(N2CCOCC2)c(Cl)c1)c1cccnc1Cl	7%	-1%	13%	-6	0
14	CCN(CC)C(=S)SC1=CCS(=O)(=O)C1	0%	-1%	0%	-3	7
15	Clc1ccc(-c2nnnn2-c2ccc(Cl)c(Cl)c2)cc1Cl	-21%	-11%	-13%	-2	-8
16	Cn1c2ccc(F)cc2c2nnc(SCCN3CCOCC3)nc21	-4%	-11%	-7%	8	2
17	COc1ccc(OC)c(C(=O)N2CCCC(Nc3ccc(F)cc3)C2)c1 (stereo not given)	5%	-24%	1%	i	2
18	CS(=O)(=O)N(Cc1nnc(-c2cccs2)o1)c1ccc(Cl)cc1F	6%	-12%	-2%	1	-4
19	C/C(N)=C(/C#N)C(=O)CSc1nc2cc(Cl)ccc2c(=O)n1Cc1ccco1	-2%	-20%	-7%	3	-14
20	O=C(C(=O)N1CCN(c2ccccc2F)CC1)c1cn(CC(=O)N2CCCC2)c2ccccc12	1%	-15%	-1%	-13	5

nr	SW480 rerep	KB-3-1 cytotox	D3 antag	GLP-1R agonist
11	-1%	-10%	4	0%
12	3%	-8%	5	6%
13	-3%	5%	6	8%
14	-1%	-4%	6	1%
15	15%	-14%	-6	-2%
16	-2%	26%	-4	11%
17	-1%	-2%	13	-3%
18	-7%	-4%	12	6%
19	-1%	-9%	?	7%
20	/	-6%	-10	5%

The list goes on:
nr	Compound	HT1080 IDH1KD tx	KB-V1 cytotox	HT1080NT lethal	IL-1B inflam inh	D3 ag
21	COc1cccc(CNc2nnnn2C)c1	-1%	-13%	0%	-8	3
22	COc1cc(/C=C/C(=O)c2ccc3c(c2)OCCO3)cc(Br)c1OCC(=O)N(C)C	3.7µM*	2.3µM*	4.6µM*	-104*	-15
23	O=C(COc1ccccc1Cl)Nn1cnnc1	15%	7%	7%	26	4
24	Nc1nc(Nc2ccccc2Cl)cc(=O)[nH]1	13%	-20%	-2%	-5	-1
25	COCC(C)n1c(SCC(=O)Nc2nccs2)nc2ccccc2c1=O (stereo not given)	2%	0%	-2%	-2	-1
26	Cc1ccc(CN2CCC(c3nc4ccc(Cl)cc4[nH]3)CC2)cc1	-19%[9.24 µM]	?	?	/	-37
27	COc1ccc(N=Cc2ccc(CNS(=O)(=O)c3ccc(Cl)cc3)o2)cc1	?	0%	-26%	-13	3
28	COC(=O)c1ccc(COc2ccc3c(c2)CCC3)o1	6%	14%	21%	-14	5
29	C#CCOCCOCCOCCNc1nc(N2CCOCC2)nc(N2CCN(C(=O)Cn3cc(CCCN=C(N)N)nn3)CC2)n1	-2%	?	-2%	-10	-16
30	Cc1[nH]n(-c2cccc3ccccc23)c(=O)c1C=Nc1ccc2[nH]c(=O)[nH]c2c1	10%	0%	13%	22	0

nr	SW480 rerep	KB-3-1 cytotox	D3 antag	GLP-1R agonist
21	5%[9.22 µM]	0%	-16	-7%
22	4.6µM*	5.2µM*	?	-2%
23	-6%	14%	-16	-9%
24	7%	1%	-2	11%
25	5%	-5%	2	15%
26	2%	-19%	-93*	12%
27	-47%[inhibitor]	1%	-5	-3%
28	?	3%	3	-1%
29	-29%	0%	-24	-2%
30	5%	-4%	2	6%

The results go on:
nr	Compound	HT1080 IDH1KD tx	KB-V1 cytotox	HT1080NT lethal	IL-1B inflam inh	D3 ag
31	CSCC[C@H](N)C(=O)NC[C@H]1CC[C@H](C(=O)N[C@@H](Cc2ccccc2)C(=O)O)CC1	0%	-1%	-9%	-15	-4
32	Cc1cccc(-c2noc(-c3ccc4c(c3)OCO4)n2)c1	0%	?	-25%	15	3
33	CCCN(CC1CC1)c1nc(N)c2c(N)nc(OC)cc2c1C#N	-22%	-27%	-29%	-27	-1
34	Cc1ccnc(NC2OC(=O)c3ccccc32)c1 (stereo not given)	8%	17%	0%	8	0
35	CCCCn1c2ccc(F)cc2c2nnc(NN)nc21	-18%	-13%	-1%	77	-1
36	O=C1Nc2ccccc2C1=Nc1ccc(Br)cc1	?	15%	?	1	-11
37	Cc1cc(C=C2C(=O)c3ccccc3C2=O)c(C)n1-c1ccccc1	-29%	-19%	5%[9.24 µM]	-15	4
38	CCC1Oc2ccc(C)cc2N(CC(=O)NCCN2CCOCC2)C1=O (stereo not given)	0%	15%	5%	24	3
39	CCOc1ccc(N2C(=O)C(Cl)=C(Nc3ccccc3O)C2=O)cc1	-27%	-11%	-18%	-9	-18
40	CCOc1ccccc1CNC(=O)CCC(=O)N1Cc2ccccc2Oc2ncccc21	10%	?	-6%	0	-13

nr	SW480 rerep	KB-3-1 cytotox	D3 antag	GLP-1R agonist
31	-10%	-4%	-10	-2%
32	-2%	1%	5	2%
33	8%	-27%	14	6%
34	3%	2%	5	-1%
35	?	1%	-6	10%
36	-6%	-2%	?	4%
37	1%	2%	-11	-19%
38	-16%	-4%	2	1%
39	?	2%	-24	-2%
40	?	8%	-8	-6%

Next part.
nr	Compound	HT1080 IDH1KD tx	KB-V1 cytotox	HT1080NT lethal	IL-1B inflam inh	D3 ag
41	C/C(=N\n1cnnc1)c1ccccc1	-1%	-8%	-9%	17	-4
42	Cc1cc(C)n2nc(N)c(N=Nc3ccc(Cl)cc3)c2n1	-6%	?	-8%	-20	-17
43	O=C(Nc1ccc(F)c(Cl)c1)c1cc(C2CCCCN2C(=O)CCCc2ccccc2)on1 (stereo not given)	-4%	-1%	-1%	-7	-5
44	Cc1ccc(C)c(NC(=O)CSc2nc3c(c(=O)n2C)SC(C)C3)c1 (stereo not given)	-5%	-18%	-5%	22	-4

nr	SW480 rerep	KB-3-1 cytotox	D3 antag	GLP-1R agonist
41	-7%	7%	14	5%
42	8%	-3%	-11	2%
43	/	-1%	26	-9%
44	0%	-17%	?	0%

Shown with bars between the fields: entries from further up.
# | smiles | HT1080 IDH1KD tx | KB-V1 cytotox | HT1080NT lethal | IL-1B inflam inh | D3 ag | SW480 rerep | KB-3-1 cytotox | D3 antag | GLP-1R agonist
2 | CCCn1c(-c2ccc(F)cc2)n[nH]c1=S | 7% | -7% | 13% | -1 | 1 | 0% | 7% | 13 | 5%
40 | CCOc1ccccc1CNC(=O)CCC(=O)N1Cc2ccccc2Oc2ncccc21 | 10% | ? | -6% | 0 | -13 | ? | 8% | -8 | -6%
8 | O=C(C1CC1)N1CCc2cc(Br)cc(S(=O)(=O)NCCCN3CCCC3)c21 | -3% | -13% | 0% | 11 | -3 | 7% | 7% | -14 | 9%
1 | COc1ccc(OC)c(/C=N/NC(=O)c2ccc3nc[nH]c3c2)c1 | -2% | 5% | 6% | 28 | 3 | -5% | 18% | -22 | 10%
43 | O=C(Nc1ccc(F)c(Cl)c1)c1cc(C2CCCCN2C(=O)CCCc2ccccc2)on1 (stereo not given) | -4% | -1% | -1% | -7 | -5 | / | -1% | 26 | -9%
32 | Cc1cccc(-c2noc(-c3ccc4c(c3)OCO4)n2)c1 | 0% | ? | -25% | 15 | 3 | -2% | 1% | 5 | 2%

Source: PubChem (National Center for Advancing Translational Sciences (NCATS))
